TEAD-YAP block: TEAD-YAP interaction inhibition, primary screen, TEAD-YAP interaction inhibitor project, luminescence, HEK-TIYL cells; AID 1259422, 2018; TEAD-Gal4/YAP UAS-luciferase luminescence; inhibition, % at 9.12 µM; 640,000 compounds, 1.4% hits; in the data active means inhibition above about 32%;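 further: 0% = median of test compound wells and 100% = reference inhibitor wells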
GPR151 ag: activators of human GPR151, primary screen, cell-based, PathHunter beta-arrestin, luminescence; G-protein coupled receptor 151 (Homo sapiens), Q8TDV0; PathHunter beta-arrestin GPR151 cells; activation, % at 11.2 µM; 650,000 compounds, 1% hits; AID 1508602, 2020; in the data active means activation above about 4.9%;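 further: 0% = median of compound wells and 100% = cells with positive control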
Target sequence (Q8TDV0 whole entry, looked up): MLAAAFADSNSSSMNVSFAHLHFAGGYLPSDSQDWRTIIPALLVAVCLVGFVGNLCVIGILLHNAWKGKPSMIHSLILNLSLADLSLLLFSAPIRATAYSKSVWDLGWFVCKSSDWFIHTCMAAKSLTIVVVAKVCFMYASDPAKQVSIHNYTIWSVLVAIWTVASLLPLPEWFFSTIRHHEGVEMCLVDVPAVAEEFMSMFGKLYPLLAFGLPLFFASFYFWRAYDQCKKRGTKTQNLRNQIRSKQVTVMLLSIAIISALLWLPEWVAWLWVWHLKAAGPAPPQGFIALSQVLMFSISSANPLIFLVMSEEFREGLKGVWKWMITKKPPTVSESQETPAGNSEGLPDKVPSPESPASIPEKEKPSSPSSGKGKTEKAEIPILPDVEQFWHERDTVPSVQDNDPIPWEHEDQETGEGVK
FBW7 activator: FBW7 E3 ligase activators, primary screen, biochemical, AlphaScreen, human; F-box/WD repeat-containing protein 7 (Homo sapiens), Q969H0; AID 1259310, 2017; AlphaScreen FBW7–phospho-cyclin E peptide binding, activator screen; normalized activity (activation), % at 26.1 µM; 650,000 compounds, 0.13% hits; in the data active means normalized activity above about 1.9%;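 further: purified mutant Fbw7 with reduced substrate affinity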
MITF inh: MITF inhibitors, primary screen, biochemical, AlphaScreen, human | Microphthalmia-associated transcription factor (Homo sapiens), O75030 | AlphaScreen MITF homodimerization, bead proximity signal | inhibition, % at 2.6 µM | 650,000 compounds, 0.91% hits; in the data active means inhibition above about 50%;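 further: 0% = vehicle wells with protein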
* hit, by the source's call. Hits appear at their usual frequency; overall some 3.4% were active at least once.

Start of the data: the first 5 records as a preview:
Codes: A = TEAD-YAP block; B = GPR151 ag; C = FBW7 activator; D = MITF inh
SMILES: COc1ccc(C(=O)Nc2ccc(S(=O)(=O)N3CCCC3)cc2)cc1Br
  A: 0; B: 0.7; C: 0.0; D: 1

SMILES: CCOC(=O)c1c(N2C(N)=C(C#N)C(c3ccc([N+](=O)[O-])cc3)C3=C2CC(C)(C)CC3=O)sc2c1CCCC2 (stereo unspecified)
  A: 3; B: -0.3; C: 0.1; D: -12

SMILES: COc1ccc(-c2c(C#N)c(N)n3c(nc4ccccc43)c2C#N)cc1O
  A: 8; B: 1.3; C: 0.2; D: 0

SMILES: COc1ccc([C@@H]2CN(C)C[C@H]2c2nc3ccc(-c4cn[nH]c4)cc3c(=O)[nH]2)cc1
  A: 15; B: 1.7; C: 0.8; D: 12

SMILES: O=C(CCCC(=O)Nc1ccccc1F)Nc1ccccc1F
  A: -8; B: 0.6; C: -0.1; D: 14

The whole of this part, from the first entry:
Codes: A = TEAD-YAP block; B = GPR151 ag; C = FBW7 activator; D = MITF inh
SMILES: COc1ccc(C(=O)Nc2ccc(S(=O)(=O)N3CCCC3)cc2)cc1Br
  A: 0; B: 0.7; C: 0.0; D: 1

SMILES: CCOC(=O)c1c(N2C(N)=C(C#N)C(c3ccc([N+](=O)[O-])cc3)C3=C2CC(C)(C)CC3=O)sc2c1CCCC2 (stereo unspecified)
  A: 3; B: -0.3; C: 0.1; D: -12

SMILES: COc1ccc(-c2c(C#N)c(N)n3c(nc4ccccc43)c2C#N)cc1O
  A: 8; B: 1.3; C: 0.2; D: 0

SMILES: COc1ccc([C@@H]2CN(C)C[C@H]2c2nc3ccc(-c4cn[nH]c4)cc3c(=O)[nH]2)cc1
  A: 15; B: 1.7; C: 0.8; D: 12

SMILES: O=C(CCCC(=O)Nc1ccccc1F)Nc1ccccc1F
  A: -8; B: 0.6; C: -0.1; D: 14

SMILES: Cc1ccccc1S(=O)(=O)NC1OC(=O)C(Cl)=C1Cl (stereo unspecified)
  A: -1; B: 1.3; C: -0.2; D: -4

SMILES: Cc1nc2c(C(=O)NCc3ccco3)cnn2c(C)c1Cc1cccc(Br)c1
  A: 3; B: -0.3; C: 0.1; D: -2

SMILES: NC1=NC(=O)C(CC(=O)Nc2ccccc2[N+](=O)[O-])S1 (stereo unspecified)
  A: 6; B: 4.3; C: 0.1; D: 7

SMILES: CN(C)c1ccc(CN(C(=O)c2ccccc2Cl)C2CCS(=O)(=O)C2)cc1 (stereo unspecified)
  A: -6; B: 0.8; C: 0.0; D: -4

SMILES: Cc1ccc(Cn2c(=N)n(CC(=O)O)c3ccccc32)cc1
  A: 1; B: 0.3; C: 0.3; D: 13

SMILES: CC(=O)Nc1ccc(NC(=O)C(=O)NC(C)C)cc1
  A: -2; B: 2.5; C: 0.1; D: -22

SMILES: COc1cc(Cn2c(C)nc3ccccc32)c(OC)cc1Cn1c(C)nc2ccccc21
  A: -9; B: 1.4; C: 0.0; D: -1

SMILES: Cc1cc(NC(=O)CCC(=O)N(CC(=O)NC2CCCC2)Cc2ccc(F)cc2)no1
  A: 1; B: -0.6; C: 0.2; D: 7

SMILES: CCOC(=O)C1CCN(C(=O)c2ccc3c(c2)NC(=O)c2ccccc2S3)CC1
  A: 0; B: 1.1; C: 0.0; D: 5

SMILES: CCOC(CCn1c(SCC(=O)c2ccc(Br)cc2)nc2ccccc2c1=O)OCC
  A: 13; B: 0.5; C: 0.0; D: -1

SMILES: Cc1ccc(-c2nc3ccccc3c(=O)n2NC(=O)c2ccc(C(C)(C)C)cc2)cc1C
  A: 12; B: 0.3; C: 0.0; D: 0

SMILES: Cc1cccc(C(=O)Nc2ccc(Nc3nc(C)cc(N(C)C)n3)cc2)c1
  A: 18; B: 2.3; C: -0.1; D: -1

SMILES: O=C(NCCCn1ccnc1)c1cccc([N+](=O)[O-])c1
  A: 3; B: -1.9; C: 0.7; D: 11

SMILES: NC(=O)c1csc(Nc2nccc3ccccc23)n1
  A: -17; B: -0.9; C: 0.7; D: 9

SMILES: COc1ccc(NC(=O)c2cc(C)on2)c(OC)c1
  A: -62; B: 0.1; C: -0.1; D: -1

SMILES: CC(C)NC(=O)c1cc2c(=O)n3ccccc3nc2n1C
  A: -50; B: -0.8; C: 0.0; D: -14

SMILES: Cc1ccc(NC(=S)NNC(=O)c2ccc(N3CCCCCC3)c([N+](=O)[O-])c2)cc1C
  A: -4; B: 1.2; C: -0.2; D: 0

SMILES: COc1ccc(C2C3=C(CC(C)(C)CC3=O)Nc3ncnn32)cc1OC (stereo unspecified)
  A: 1; B: 2.0; C: 0.7; D: 6

SMILES: Cc1ccc(-c2nc(-c3ccc(NC(=O)c4cccc(Cl)c4)cc3)no2)cc1[N+](=O)[O-]
  A: -1; B: 0.7; C: -0.1; D: -7

SMILES: COC(=O)c1cc(COC(=O)c2cccnc2SC)oc1C
  A: -5; B: 0.1; C: -0.1; D: -7

SMILES: COc1ccc(C(=O)Nc2ccccc2C(=O)OCc2cccc([N+](=O)[O-])c2)cc1
  A: -1; B: -0.8; C: -0.1; D: 9

SMILES: COc1ccc(CCN2C(=O)CC(Nc3cc(C(=O)O)ccc3C)C2=O)cc1OC (stereo unspecified)
  A: 7; B: 1.5; C: 0.5; D: 18

SMILES: O=c1c(-c2ccc3c(c2)OCCCO3)coc2cc(O)cc(O)c12
  A: 66*; B: -1.0; C: -0.1; D: 6

SMILES: Cc1ccc(N2CC(NC(=O)N(C)C3CCCCC3)CC2=O)cc1 (stereo unspecified)
  A: 2; B: 0.2; C: -0.2; D: 12

SMILES: O=C(NC1CCCC1)C(c1ccncc1)N(CCc1ccccc1)C(=O)c1csnn1 (stereo unspecified)
  A: 11; B: -0.6; C: -0.2; D: -6

SMILES: CC(C)c1ccc(-c2csc(Nc3ncccn3)n2)cc1
  A: -13; B: -0.8; C: 0.1; D: -3

SMILES: CC(=O)NS(=O)(=O)c1ccc(NS(=O)(=O)c2ccccc2[N+](=O)[O-])cc1
  A: 2; B: -0.4; C: -0.1; D: 10

SMILES: CCOC(=O)CSc1nc2cc(C(=O)NCc3ccccc3)ccc2c(=O)n1-c1ccccc1
  A: 11; B: -0.4; C: 0.3; D: -14

SMILES: CCOC(=O)CSc1nc2ccsc2c(=O)n1Cc1ccc2c(c1)OCO2
  A: 0; B: -0.9; C: 0.0; D: -1

SMILES: CC(O)(CN1CCOCC1)c1ccc(Br)cc1 (stereo unspecified)
  A: 0; B: 0.9; C: -0.2; D: -1

SMILES: N=C1c2ccccc2CN1c1ccc(N2CCCCC2)cc1
  A: -12; B: -1.9; C: 0.1; D: -7

SMILES: O=C(Nc1nc(-c2ccc(Cl)cc2)cs1)C12CC3CC(CC(C3)C1)C2
  A: -31; B: 0.6; C: -0.1; D: 1

SMILES: CCc1ccccc1Nc1nc(N)nc(CSc2nnc3ccccn23)n1
  A: 2; B: -0.5; C: 0.1; D: -1

SMILES: CCN1CCN(C(=O)c2ccc3c(Cl)c4c(nc3c2)CCC4)CC1
  A: 10; B: 0.0; C: 0.1; D: 3

SMILES: CCCN1CCN(C(=O)c2sc3nc(C)nc(N4CCCCC4C)c3c2C)CC1 (stereo unspecified)
  A: -4; B: 2.4; C: -0.1; D: 1

SMILES: COc1cccc(C=O)c1OCC(=O)Nc1ccc(F)cc1
  A: 11; B: -1.2; C: -0.1; D: 9

SMILES: COc1ccc(CCNc2ccc3nnc(CCNC(=O)c4ccccc4)n3n2)cc1OC
  A: 13; B: -0.2; C: -0.1; D: 8

SMILES: CC(C)(C)C#CC(N1CCOCC1)N1CCOCC1
  A: -4; B: 2.0; C: -0.1; D: 0

SMILES: CCOc1ccc(N(CC(=O)Nc2ccccc2C(=O)OC)S(=O)(=O)c2ccc(Cl)cc2)cc1
  A: -7; B: 0.3; C: -0.1; D: 3

SMILES: COc1ccc(NC(=O)c2c(O)c3cccc4c3n(c2=O)CCC4)cc1
  A: 1; B: -0.4; C: 0.1; D: 7

SMILES: COC(=O)C1=C(O)/C(=C\c2ccc(-c3cccc(Cl)c3)o2)N=C1C
  A: 4; B: 1.5; C: -0.1; D: 12

SMILES: COC(=O)c1cc(C(=O)Nc2ccncc2)cc([N+](=O)[O-])c1
  A: 2; B: -0.1; C: -0.2; D: -1

SMILES: Cc1ccc(-c2ncn(-c3ccc(Nc4nccc(-c5ccnc(N6CCOCC6)c5)n4)cc3)n2)cn1
  A: -13; B: 1.4; C: -0.1; D: 3

SMILES: CCOc1cccc(N2C(=O)CC(N3CCCCC3)C2=O)c1 (stereo unspecified)
  A: -4; B: -0.8; C: 0.7; D: 12

SMILES: CC(=O)N1CCN(c2c3c(nc4cc(-c5cccc(C)c5)nn24)CCC3)CC1
  A: 11; B: 0.0; C: 0.1; D: -8

SMILES: COc1ccc(-c2ocnc2C(=O)NCCc2ccccc2F)cc1OC
  A: 0; B: 0.1; C: 0.2; D: 16

SMILES: CCC(Sc1nncn1C)C(=O)Nc1nnc(-c2ccccc2)s1 (stereo unspecified)
  A: -15; B: 3.2; C: 0.0; D: 30

Four of these compounds, set out differently.
SMILES	TEAD-YAP block	GPR151 ag	FBW7 activator	MITF inh
COC(=O)c1cc(C(=O)Nc2ccncc2)cc([N+](=O)[O-])c1	2	-0.1	-0.2	-1
Cc1ccc(-c2ncn(-c3ccc(Nc4nccc(-c5ccnc(N6CCOCC6)c5)n4)cc3)n2)cn1	-13	1.4	-0.1	3
CCOc1cccc(N2C(=O)CC(N3CCCCC3)C2=O)c1 (stereo unspecified)	-4	-0.8	0.7	12
CC(=O)N1CCN(c2c3c(nc4cc(-c5cccc(C)c5)nn24)CCC3)CC1	11	0.0	0.1	-8

Source: PubChem (The Scripps Research Institute Molecular Screening Center)
